# NTR1 agonist: agonists of NTR1, primary screen, imaging, U2OS cells, beta-arrestin-GFP, high content (AID 493036); NTR1-U2OS beta-arrestin-GFP spot imaging, agonist mode; activation, % at 20 µM; actives 0.17% (n = 330,000);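 active = activation at or above 40% of the spot to cytoplasm intensity ratio, with at least 20 cells analyzed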;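 also: 0% = DMSO without peptide and 100% = 100 nM NTR1 peptide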
# Target sequence (P30989 whole entry, looked up): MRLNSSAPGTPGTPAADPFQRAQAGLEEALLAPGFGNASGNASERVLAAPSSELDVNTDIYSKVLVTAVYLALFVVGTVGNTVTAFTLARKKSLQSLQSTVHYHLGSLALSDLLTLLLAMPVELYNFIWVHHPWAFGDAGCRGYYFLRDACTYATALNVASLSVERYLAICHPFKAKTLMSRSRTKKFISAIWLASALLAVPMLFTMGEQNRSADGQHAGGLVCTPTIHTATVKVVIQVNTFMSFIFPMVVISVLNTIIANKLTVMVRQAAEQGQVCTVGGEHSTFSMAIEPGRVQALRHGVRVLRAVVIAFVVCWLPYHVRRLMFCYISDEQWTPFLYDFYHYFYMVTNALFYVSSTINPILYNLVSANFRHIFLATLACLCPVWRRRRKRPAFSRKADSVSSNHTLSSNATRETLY
# UTI89 phage lysis: inhibition of K1F phage lysis, E. coli UTI89, bacterial capsule biogenesis inhibitors, alamar blue (AID 488966); actives 0.02% (n = 340,000); E. coli UTI89 K1F phage lysis, alamar blue, 2 h; higher % means a stronger effect; one-dose inhibition, % at 100 µM; IC50 in µM for titrated hits;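 active = phage lysis inhibition, versus mean bacterial control, above a set limit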;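 also: capsule biogenesis inhibitors block K1F phage lysis so surviving cells raise fluorescence; higher fluorescence means more inhibition of phage lysis; actives were called in the ten point dose series up to 300 µM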
# NS5 inhibitors: Dengue-2 NS5 methyltransferase inhibitors, primary screen, biochemical, confirmation dose response (AID 588689) | actives 0.3% (n = 340,000) | Genome polyprotein (Dengue virus type 2 (strain 16681-PDK53)) | inhibition, % at 25 µM, or IC50 in µM where a hit was titrated | Dengue-2 NS5 methyltransferase capping enzyme assay, biochemical; higher % means a stronger effect; in the data active = a potency from the dose series
# NTR1 agonist cell count 20 µM: second read-out of NTR1 agonist, no call of its own (marks repeat the call); cell count; measured here: cell count, cytotoxicity flag
# NS5 inhibitors pilot replicate: also measured in NS5 inhibitors; calls as there; inhibition, %; measured here: pilot screen replicate inhibition
# * = called active by the depositor; [ ] = dose if it differs, or a comment.
SMILES,NTR1 agonist,NTR1 agonist cell count 20 µM,UTI89 phage lysis,NS5 inhibitors,others
C[C@H]1CN([C@@H](C)CO)C(=O)c2cccc(NC(=O)C3CC3)c2O[C@H]1CN(C)Cc1ccncc1,2.9,46,3.5%,-8.4%,
CC(C)CC[C@@H](O)[C@](C)(O)C1CC[C@@]2(O)C3=CC(=O)[C@@H]4C[C@@H](O)[C@@H](O)C[C@]4(C)C3CC[C@]12C (stereo not given in full),1.5,67,-0.2%,4.8%,
COCCN(Cc1nnc(-c2cccs2)o1)C(=O)CN1C(=O)NC2(CCCCC2)C1=O,-0.6,58,-4.0%,-6.2%,
C[C@@]12C(=O)N(c3ccccc3)C(=O)N1[C@@H]1c3ccccc3OC[C@@H]1[C@H]2c1ccccc1,-1.6,63,9.0%,-0.8%,
COc1c(C)c2c(c(O)c1C/C=C(\C)CCC(=O)O)C(=O)OC2,-2.5,93,0.5%,6.3%,
O=C(COC(=O)c1ccc(OC(F)F)cc1)NCc1cccs1,-1.9,70,0.6%[50 µM],-0.7%,
COc1ccc(S(=O)(=O)N2CCN(C(=O)c3ccc(=O)[nH]n3)CC2)cc1OC,-0.5,56,0.6%[50 µM],-1.4%,
CCc1cccc(NC(=O)COC(=O)c2cc(=O)c3ccccc3o2)c1,-0.2,60,1.5%[50 µM],-4.4%,
CCc1sc(C(=O)Nc2ccc(N3CCOCC3)cc2)cc1C,0.9,80,1.9%,-4.0%,
O=C(COC(=O)c1cc(=O)c2ccccc2o1)Nc1c(F)c(F)c(F)c(F)c1F,1.3,68,0.8%[50 µM],-3.6%,
COc1c2c(cc3oc(=O)c4c5ccc(O)cc5oc4c13)OC(C)(C)CC2,24.3,96,-0.1%,-10.5%,
CCN(CC)C(=O)[C@H]1C[C@H](CC(=O)NCc2ccc(OC)c(OC)c2)C(=O)N2CCc3c([nH]c4cc(-c5ccco5)ccc34)[C@]12C,6.1,53,-0.2%,-3.0%,NS5 inhibitors pilot replicate=-2.1
COc1ccccc1C(=O)NCC(=O)OCC(=O)NNC(=O)c1ccc(Br)cc1,2.7,50,-1.5%,2.7%,
O=C(COC(=O)/C=C/c1cccc(F)c1)NC1CCCCCC1,0.2,54,3.8%,9.3%,
COC(=O)[C@@]1(Cc2ccccc2)[C@H]2C(=O)N(C)C(=O)[C@H]2[C@H]2CN=C(SCc3ccc(C#N)cc3)N21,-1.5,51,0.2%,-2.0%,NS5 inhibitors pilot replicate=-1.8
Cc1nn(CC(=O)Nc2ccc(N3CCOCC3)cc2)c(C)c1[N+](=O)[O-],-0.4,92,-2.0%,2.3%,
COc1cc(Cl)c(C)cc1NC(=O)CN1C(=O)C2CC=CCC2C1=O (stereo not given),-0.4,65,0.1%[50 µM],-3.0%,
Cc1ccc(C(=O)OCC(=O)NCCc2ccc(F)cc2)cc1S(=O)(=O)N1CCOCC1,-1.6,63,0.8%[50 µM],-6.1%,
CCCn1c(N)c(C(=O)CSc2nnc(C3CC3)n2C2CC2)c(=O)[nH]c1=O,2.3,53,-5.0%,0.8%,
O=C(COC(=O)c1cnc(Cl)c(Cl)c1)Nc1cccc(S(=O)(=O)N2CCOCC2)c1,14.0,69,3.9%,7.0%,
C=CC[C@H](CC(=O)N[C@H](CO)Cc1ccccc1)C(=O)N[C@H](COC(=O)[C@@H](CC=C)CC(=O)OC(C)(C)C)Cc1c[nH]c2ccccc12,5.2,38,1.7%,-3.3%,
CC(SCC(=O)Nc1ccccc1Br)c1nc2ccccc2c(=O)[nH]1 (stereo not given),-0.5,54,7.9%,7.0%,
O=C1c2ccccc2/C(=C\C#Cc2ccccn2)N1c1ccccc1,11.1,62,-0.8%,0.0%,
O=C(NCc1ccc(Cl)cc1)[C@@H]1CCCN1S(=O)(=O)c1ccc(Cl)cc1,2.4,62,1.5%,-2.3%,
CN(c1ccccc1)S(=O)(=O)c1cccc(C(=O)NC2CCCC2)c1,2.8,49,-0.6%,-1.2%,
O=C(COC(=O)c1ccc(Br)o1)Nc1cccc(S(=O)(=O)N2CCOCC2)c1,2.3,43,-2.5%,3.5%,
CC[C@]12c3[nH]c4ccc(Cl)cc4c3CCN1C(=O)[C@@H](CC(=O)NCCCN(C)C)C[C@@H]2C(=O)N1CCN(C(=O)c2ccco2)CC1,2.1,70,0.2%,-6.6%,NS5 inhibitors pilot replicate=-4.0
O=C(COC(=O)c1ccc(O)cc1)Nc1ccc(S(=O)(=O)N2CCCC2)cc1,0.8,47,0.0%[50 µM],-12.4%,
C[C@H](CO)N1C[C@H](C)[C@@H](CN(C)C(=O)Nc2ccc(C(F)(F)F)cc2)Oc2c(NC(=O)Cc3ccccc3)cccc2C1=O,-0.9,68,10.7%,1.6%,
CCN(C(=O)CN1C(=O)CN(C)C1=O)c1cccc2ccccc12,1.9,56,11.3%,10.1%,
CC/C(=N/NC(=O)c1ccccc1O)c1c(C)[nH]n(-c2ccccc2)c1=O,1.4,56,-1.3%,-8.4%,
CC[C@]12c3[nH]c4ccc(OC)cc4c3CCN1C(=O)C(CC(=O)NC(C)(C)C)C[C@@H]2C(=O)N1CCN(C(=O)c2ccco2)CC1 (stereo not given in full),1.8,60,0.2%,-2.0%,NS5 inhibitors pilot replicate=0.9
O=C(/C=C/c1cccc(F)c1)Nc1ccc(S(=O)(=O)N2CCOCC2)cc1,5.6,61,-1.1%,1.6%,
CN(Cc1ccccc1)C(=O)c1ccccc1C(=O)OCC(=O)N(Cc1ccccc1)C(C)(C)C,3.1,58,-0.9%[50 µM],-2.2%,
CC(=O)Nc1ccc(S(=O)(=O)Nc2cc(Cl)ccc2N2CCOCC2)cc1,1.7,61,0.2%[50 µM],3.0%,
NS(=O)(=O)c1cccc(NC(=O)CSc2nc3ccccc3c(=O)n2CC2CCCO2)c1 (stereo not given),-0.2,54,1.1%[50 µM],-12.5%,
COc1ccc(-c2ccc3c(c2)S(=O)(=O)c2cccc(C(=O)N4CCN(c5ccc(Cl)cn5)CC4)c2C3=O)cc1OC,2.8,49,0.5%,2.0%,
O=C(Nc1cc(Cl)ccc1N1CCOCC1)c1ccncc1,-0.4,69,0.5%[50 µM],5.4%,
Cc1cccc(C)c1-n1nnnc1SCC(=O)c1c(N)n(C2CC2)c(=O)[nH]c1=O,10.2,57,0.2%[50 µM],-1.8%,
O=C(NCCN1CCOCC1)c1cccc2c1C(=O)c1ccc(N3CCCC3)cc1S2(=O)=O,-2.8,57,-0.2%,17.6%,
C[C@H](NC(=O)c1ccco1)C(=O)N1CCN(c2ccc(C(F)(F)F)cn2)CC1,0.1,60,1.1%[50 µM],5.5%,
Cc1ccccc1OCCCCCCN1CCNCC1,0.7,61,3.5%,0.0%,
O=C(COC(=O)CNS(=O)(=O)c1ccc(Cl)cc1)NC1CCCCC1,-1.0,63,1.0%[50 µM],-2.2%,
O=C(Nc1cccc(Cl)c1)c1nc[nH]c1C(=O)NCCCNC(=O)c1[nH]cnc1C(=O)Nc1cccc(Cl)c1,2.0,43,0.5%,-4.0%,
CCNC(=O)CSc1nnc(-c2cccc(S(=O)(=O)N3CCOCC3)c2)o1,0.8,63,0.9%[50 µM],-0.7%,
N#Cc1ccccc1NC(=O)COC(=O)/C=C/c1ccc(S(=O)(=O)N2CCOCC2)cc1,0.6,44,0.3%[50 µM],-3.7%,
CSc1ncccc1C(=O)OCC(=O)Nc1cccc(S(=O)(=O)N2CCOCC2)c1,5.9,57,1.6%,-1.6%,
C[C@H](CO)N1C[C@H](C)[C@@H](CN(C)C)Oc2c(NC(=O)CCC(F)(F)F)cccc2C1=O,5.7,46,-0.1%,-7.1%,
Cc1ccccc1S(=O)(=O)N1[C@@H](c2ccc(Cl)cc2)C(C(=O)O)=CC[C@H]1c1ccc(Cl)cc1,6.9,56,-0.2%,23.8%,NS5 inhibitors pilot replicate=2.1
Cc1noc(C)c1S(=O)(=O)N(C)C[C@H]1Oc2c(NC(=O)NC3CCCCC3)cccc2C(=O)N([C@H](C)CO)C[C@@H]1C,1.1,87,2.4%,-9.5%,

# Nothing new here: five of the compounds above.
SMILES,NTR1 agonist,NTR1 agonist cell count 20 µM,UTI89 phage lysis,NS5 inhibitors,others
C[C@H]1CN([C@@H](C)CO)C(=O)c2cccc(NC(=O)C3CC3)c2O[C@H]1CN(C)Cc1ccncc1,2.9,46,3.5%,-8.4%,
CC(C)CC[C@@H](O)[C@](C)(O)C1CC[C@@]2(O)C3=CC(=O)[C@@H]4C[C@@H](O)[C@@H](O)C[C@]4(C)C3CC[C@]12C (stereo not given in full),1.5,67,-0.2%,4.8%,
COCCN(Cc1nnc(-c2cccs2)o1)C(=O)CN1C(=O)NC2(CCCCC2)C1=O,-0.6,58,-4.0%,-6.2%,
C[C@@]12C(=O)N(c3ccccc3)C(=O)N1[C@@H]1c3ccccc3OC[C@@H]1[C@H]2c1ccccc1,-1.6,63,9.0%,-0.8%,
COc1c(C)c2c(c(O)c1C/C=C(\C)CCC(=O)O)C(=O)OC2,-2.5,93,0.5%,6.3%,

# Next part.
SMILES,NTR1 agonist,NTR1 agonist cell count 20 µM,UTI89 phage lysis,NS5 inhibitors,others
O=Cc1c[nH]c2cccc(OCc3ccccc3)c12,29.3,59,-1.0%[50 µM],-5.1%,
Cc1cc(C)n2nc(SCC(=O)N(CCC#N)c3ccccc3F)nc2n1,-0.2,77,0.7%[50 µM],1.5%,
COc1ccc(NC(=O)N(C)C[C@H]2Oc3ccc(NS(=O)(=O)c4ccc(F)cc4)cc3C(=O)N([C@H](C)CO)C[C@@H]2C)cc1,-1.1,66,-0.5%,-1.2%,
COc1cc(O)c2c(=O)c3c(O)ccc(O)c3oc2c1,5.2,68,-2.3%,-3.6%,
CCn1c(=O)c(C(=O)CN(C)CC(=O)Nc2ccccc2Br)c(N)n(Cc2ccccc2)c1=O,4.8,65,0.6%[50 µM],2.2%,
CN1CCCN(C(=O)CNC(=O)c2ccccc2F)CC1,1.6,58,0.7%[50 µM],-4.4%,
COC(=O)[C@]1(C)N[C@H](CN(C)C(=O)Nc2ccccc2)[C@@H]2C(=O)N(C)C(=O)[C@@H]21,3.3,58,0.3%,-0.3%,NS5 inhibitors pilot replicate=-1.5
CC[C@]12c3[nH]c4ccccc4c3CCN1C(=O)C(CC(=O)NCC13CC4CC(CC(C4)C1)C3)C[C@@H]2C(=O)N1CCN(C(=O)C2CC2)CC1 (stereo not given in full),4.8,55,-0.1%,-8.6%,NS5 inhibitors pilot replicate=-2.8
C=CCn1c(C)nnc1SCC(=O)c1c(N)n(C2CC2)c(=O)[nH]c1=O,0.0,53,1.1%[50 µM],-1.4%,
Cc1ccc2c(c1)C1C[N+](C)(CC(=O)c3ccccc3)CCC1N2C(=O)c1ccccc1Cl (stereo not given),-2.7,63,1.0%,-1.5%,
COc1ccc(C(=O)NCC(=O)OCC(=O)N2CC(C)OC(C)C2)cc1OC (stereo not given),-1.2,68,5.3%,-9.3%,
O=C(c1ccccc1Cl)N1CCN(C(=O)C2CCCO2)CC1 (stereo not given),0.9,96,1.6%[50 µM],0.0%,
O=C(COC(=O)CNC(=O)c1ccc(F)cc1)NC1CCCc2ccccc21 (stereo not given),1.1,68,-0.6%,-1.4%,
O=C(Nc1ccccc1N1CCCCC1)c1ccc([N+](=O)[O-])o1,18.7,74,-1.7%[50 µM],3.6%,
COc1cccc(C(=O)NCC(=O)N2CCN(c3ccc(C(F)(F)F)cn3)CC2)c1,0.8,63,0.9%[50 µM],-2.9%,
Cc1ccc(NC(=O)CN2C(=O)N/C(=C\c3ccco3)C2=O)cc1,-0.5,60,0.4%,2.4%,
CCOC(=O)c1cc(-c2ccccc2)nn1CC1CC(c2ccc(OC)cc2)=NO1 (stereo not given),-0.5,42,0.9%,-3.2%,
Cc1ccc(NC(=O)c2ncn(CC(=O)NCc3ccccc3)n2)cc1C,6.6,45,0.2%,-4.0%,NS5 inhibitors pilot replicate=0.6
CC(C)(C)OC(=O)[C@H](CCCCN)NC(=O)c1nc[nH]c1C(=O)N[C@@H](CCCCN)C(=O)OC(C)(C)C,0.5,66,1.3%,2.0%,
CC1CCCCN1C(=O)c1cc(S(=O)(=O)N2CCOCC2)ccc1Cl (stereo not given),4.4,29,0.8%[50 µM],-2.2%,
Cc1ccc(C)c(OCCC(=O)OCc2csc(CC(=O)Nc3ccccc3C)n2)c1,1.7,56,0.4%[50 µM],-7.2%,
Nc1ccccc1C(=O)N1O[C@@H]2C=C[C@H]1CC2,0.5,56,0.2%,-0.3%,NS5 inhibitors pilot replicate=3.6
CCN(CC)S(=O)(=O)c1cccc(C(=O)NC(C(=O)NCCc2ccccn2)C(C)C)c1 (stereo not given),-0.8,63,-1.8%,0.8%,
Cc1c(Cl)cnc(NC(=O)COC(=O)C2CCCC2)c1Cl,4.0,56,0.2%[50 µM],-9.0%,
CCCn1nc(C(=O)NC2CCCC2)c2ccccc2c1=O,1.8,61,0.1%[50 µM],0.0%,
O=C(Nc1ccc(S(=O)(=O)NC2=NCCCCC2)cc1)c1cccc(S(=O)(=O)N2CCOCC2)c1,0.2,53,-2.6%,-7.4%,
Cc1nc(SCC(=O)N2CCCC2=O)nc(C)c1C,-1.4,41,-0.7%,10.5%,
O=C(COc1cccc2c1CCNC2=O)Nc1ccc(F)cc1,-0.6,55,1.5%[50 µM],1.4%,

# Bioassay records deposited in PubChem by several laboratories.

# Only part of the results is shown; count on the stated rates, not on these rows.
